From PubChem BioAssay
M. tuberculosis GlmU: inhibition of mycobacterial GlmU enzyme – biochemical, glucosamine-1-phosphate acetyltransferase (AID 1376) | M. tuberculosis GlmU acetyltransferase enzyme assay; higher % means a stronger effect | one-dose inhibition, %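 (tested at 30 µM in the primary screen)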; IC50 in µM for titrated hits | actives 0.25% (n = 220,000); in the data active = inhibition above about 13%;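 also: 0% = complete reaction with vehicle and 100% = reaction without substrate; strong numbers were not always called active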
Mtb RmlCD inh: inhibitors of Mycobacterium tuberculosis RmlC and RmlD coupled enzymes | inhibition, % at 3.6 µM | RmlC+RmlD coupled enzyme assay, percent inhibition; primary screen in compound mixtures | actives 0.03% (n = 160,000) | P9WH09+P9WH11; in the data active = inhibition mostly above about 34%, no sharp cut-off; also: some results filed as inactive read as strong as hits
Target sequence (P9WH09 whole entry, looked up): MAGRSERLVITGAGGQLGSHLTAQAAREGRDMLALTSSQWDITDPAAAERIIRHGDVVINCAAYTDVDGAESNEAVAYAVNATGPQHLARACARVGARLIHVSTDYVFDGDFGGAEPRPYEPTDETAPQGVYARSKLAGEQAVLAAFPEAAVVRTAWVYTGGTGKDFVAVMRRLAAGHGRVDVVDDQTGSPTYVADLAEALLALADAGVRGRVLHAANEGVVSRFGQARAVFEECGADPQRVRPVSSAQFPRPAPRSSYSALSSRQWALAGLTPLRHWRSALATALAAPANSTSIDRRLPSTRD
Target sequence (P9WH11 whole entry, looked up): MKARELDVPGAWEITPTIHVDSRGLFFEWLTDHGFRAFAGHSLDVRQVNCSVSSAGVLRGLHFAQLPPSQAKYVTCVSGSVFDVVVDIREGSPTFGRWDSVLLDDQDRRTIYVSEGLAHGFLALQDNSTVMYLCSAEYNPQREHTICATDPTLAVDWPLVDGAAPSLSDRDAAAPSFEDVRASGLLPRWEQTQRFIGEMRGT
* hit, by the source's call; x = not tested or not shown. These rows are one share of the data; the hit share may differ from the screen's.

SMILES	M. tuberculosis GlmU	Mtb RmlCD inh
O=C(CSc1nnnn1-c1cccnc1)NCc1cccs1	-2.6%	x
Cc1c(NC(=S)Nc2ccc(Cl)cc2)c(=O)n(-c2ccccc2)n1C	3.3%	x
C=CCSc1nc2ccccc2n1C(=O)/C=C/c1ccc(OC)c(OC)c1	2.6%	6
c1ccc(OCCCN2CCCC2)cc1	7.1%	1
Cc1nc(-c2ccc(S(=O)(=O)N3CCCCCC3)cc2)cs1	3.5%	5
O=Cc1cnc(N2CCN(c3ccccc3)CC2)s1	-6.8%	-4
CCC/C=N/NC(=O)c1ccc(F)cc1	0.5%	x
O=C(CN1C(=O)C2CC=CCC2C1=O)OCCN1C(=O)c2ccccc2C1=O (centres undefined)	0.6%	x
Cc1ccc(S(=O)(=O)Oc2ccccc2/C=N/Nc2ccc(C(=O)O)cc2)cc1	-1.8%	4
C=C(C)C(=O)N1CC2(CC(c3cccc(NC(=O)/C=C\C)c3)=NO2)C[C@H]1C(N)=O (some centres undefined)	-0.3%	x
CCCCNC(=O)COC(=O)c1cc(Br)ccc1Cl	-0.3%	-9
C/C(=N\NC(=O)c1c(Br)c(C)nn1C)c1cccc(NC(=O)c2ccccc2F)c1	-5.6%	x
O=C1CCCCC1Sc1nnc(Nc2ccccc2)s1 (centres undefined)	-4.2%	12
CCOC(=O)CCP(=O)(O)C(O)c1ccccc1 (centres undefined)	-1.4%	1
Cn1c(=O)c(C(=O)CN2CCCCCC2)c(N)n(Cc2ccccc2)c1=O	1.6%	x
COc1cc(/C=C2\SC(=S)N(C(Cc3ccccc3)C(=O)O)C2=O)ccc1O (centres undefined)	3.2%	2
c1nc(N2CCC3(CC2)OCCO3)c2[nH]cnc2n1	4.8%	x
COc1cccc(C(=O)NCCCn2ccnc2)c1	3.1%	x
Cc1ccc(C)c(NS(=O)(=O)c2ccc(OCC(=O)NCc3ccccn3)cc2)c1	-0.1%	6
CC(=O)NCc1ccc(S(=O)(=O)N/N=C/c2ccccc2)cc1	0.9%	4
COc1ccc(NC(=O)NCCc2ccc(Cl)cc2)cc1OC	-2.2%	x
CCCCC/C=C\C/C=C\C/C=C\C/C=C\CCCC(=O)Nc1ccc(O)cc1	-2.6%	6
COC(=O)c1ccc(C)c(NC(=S)NCc2ccc(Cl)cc2)c1	-1.2%	46
CCCc1cc(=O)[nH]c(SCCOc2ccc(Cl)cc2)n1	-1.0%	-9

Record cards, as listed above. Order of screens: M. tuberculosis GlmU | Mtb RmlCD inh
CCOC(=O)CCP(=O)(O)C(O)c1ccccc1 (centres undefined) is entered as -1.4% | 1
COc1ccc(NC(=O)NCCc2ccc(Cl)cc2)cc1OC is entered as -2.2% | x

The listing continues.
SMILES	M. tuberculosis GlmU	Mtb RmlCD inh
Cn1ccnc1C(O)(c1nnc(-c2ccccc2)o1)C(F)(F)F (centres undefined)	-0.1%	-6
CCOc1ccc(-c2nc(S(=O)(=O)c3ccccc3)c(NCc3cccnc3)o2)cc1	0.3%	4
OCCC1CN(Cc2nc3c(s2)CCCC3)CCN1CCc1ccccc1 (centres undefined)	-1.2%	x
COc1ccc(C(=O)Nc2ccc(Cl)cc2C(=O)NCc2ccco2)cc1	1.0%	x
CC(C)C[C@H]1COCCS(=O)(=O)N1Cc1cccc(F)c1	-4.4%	x
CCCCn1c(O)c(C(CC)=NCCCN(C)C)c(=O)[nH]c1=O	0.5%	2
CCOC(=O)C1=C(C)Nc2nc(SCC(=O)OC)nn2C1c1cc(F)cc(F)c1 (centres undefined)	2.8%	6
Cc1ccc(C(NC(N)=O)c2ccccc2C)cc1 (centres undefined)	3.0%	x
CCOCc1[nH]c(=S)[nH]c(=O)c1Cc1ccc(OCC)cc1	7.5%	-8
O=C(NCc1cccs1)C1CC1	4.2%	0
Cc1ccc(C)c(NC(=S)Nc2cccnc2)c1	2.0%	0
CCOC(=O)NC(c1ccc(C(C)C)cc1)C(Cl)(Cl)Cl (centres undefined)	1.0%	x
Cc1cccc(-c2cc(N)n(-c3ccccc3)n2)c1	6.2%	2
COc1ccc2[nH]c3c(=O)n(/N=C/c4ccc(OC)c(CN5CCCC5)c4)c(C)nc3c2c1	1.5%	6
Cc1nn(-c2ccccc2)c(N)c1-c1ccccc1	-4.4%	-14
COCCCNC(=O)/C=C/c1c(Cl)cccc1Cl	4.0%	-20
Cc1ccc(-c2cc(C(F)F)n3ncc(C(=O)N4CCc5ccccc54)c3n2)cc1	-0.4%	6
Cc1cc(C(=O)NNC(=O)CCCCC(=O)NNC(=O)c2cc(C)[nH]n2)n[nH]1	-3.2%	10
O=C(O)COc1ccc(/C=C/c2nc3ccc([N+](=O)[O-])cc3s2)cc1	11%	-10
Cc1c(C(=O)OCC(=O)Nc2c(C)n(C)n(-c3ccccc3)c2=O)cccc1[N+](=O)[O-]	-0.4%	-17
O=C(CCC(=O)OCCCC(F)(F)C(F)(F)F)Nc1ccccc1	1.6%	x
Cc1ccc(C(=O)NN2C(=O)C3C4C=CC(C4)[C@@H]3C2=O)cc1 (some centres undefined)	5.6%	3
O=C(NCCCN1CCC(Cc2ccccc2)CC1)C1CCC(=O)N1C1CCCC1 (centres undefined)	-8.2%	8
CC(=O)OC1COC(N2CCc3cc(Br)c([N+](=O)[O-])cc32)C(OC(C)=O)C1OC(C)=O (centres undefined)	-1.3%	-8
CC[C@@H]1CC=C[C@H]2[C@H]1C(=O)N(Cc1ccccc1)[C@H]2c1cc(C)ccc1F	2.9%	x
CCOc1ccccc1NC(=O)Cc1c(F)cccc1Cl	-3.7%	11
COc1ccc(C(=O)Nc2cccc(NC(C)=O)c2)cc1OC	3.5%	x
Cc1cc(OCC(=O)N2CCCCCC2)ccc1[N+](=O)[O-]	3.1%	-12
CCOc1cc(CNCCO)cc(Br)c1OCc1ccccc1	-5.1%	-13
Clc1ccc2nc(CSc3nc4ccccc4o3)cn2c1	3.4%	7
COc1ccc(NC(=O)CSc2nnc(CNc3ccc(F)cc3)o2)c(OC)c1	-2.9%	14
COc1cc(C2C(C(C)=O)=C(C)Nc3ncnn32)ccc1O (centres undefined)	2.5%	-2
CN(C)/C(=N\S(=O)(=O)c1ccccc1)c1ccc([N+](=O)[O-])cc1	2.8%	3
Cn1c(Cn2c(=O)sc3ccccc32)nnc1SCC(=O)NCc1ccco1	-2.1%	-12
O=[N+]([O-])c1ccc(Sc2ccccn2)nc1	x	10
CC(C)(C)c1ccc(S(=O)(=O)N2CCN(c3ncccn3)CC2)cc1	-3.7%	59
CC(C)/C=C1\CC/C(=C\c2ccc(N(C)C)cc2)C1=O	2.4%	x
O=C(Oc1c(CN2CCOCC2)cc(Cl)c2cccnc12)c1ccc(F)cc1	7.7%	x
CCNc1nc(-c2cc(C)n(Cc3ccco3)c2C)cs1	-5.1%	8
Cc1ccc(SCc2nc(-c3ccccn3)no2)cc1	0.0%	x
O=C(NNc1ncccc1Cl)c1c(Cl)cccc1Cl	-2.7%	-4
COc1ccccc1NC1=C(Cl)C(=O)N(C2CCCCC2)C1=O	x	28
Cc1ccc(OCC(=O)NCc2ccc3c(c2)OCO3)c([N+](=O)[O-])n1	-3.7%	-1
CC1(c2nnc(-c3cccc(Cl)c3)o2)CC(c2c(Cl)cccc2Cl)=NO1 (centres undefined)	-1.3%	x
Cc1nc2nc[nH]n2c(=O)c1NS(=O)(=O)c1ccc(C(C)(C)C)cc1	7.0%	9
CSc1nc2ccc(S(=O)(=O)N3CCCC3)cc2s1	6.8%	5
Cc1ccc(CN2CCN(C(=O)c3ccco3)CC2)cc1	-0.4%	-10
Cc1ccc2c(c1)N(Cc1ccccn1)C(=O)C(C)O2 (centres undefined)	4.0%	x
COc1ccc(NC(=O)CSc2nc3ccccc3n2-c2ccccc2)c([N+](=O)[O-])c1	-0.2%	x
O=C(NCCCN1CCCC1=O)c1cccc(C(F)(F)F)c1	-1.1%	-3
CN(CC(=O)N1CCc2ccccc21)S(=O)(=O)c1cccs1	7.0%	-11
CCOc1ccc(OCc2cccc(C(=O)Nc3ccc(CN4CCCCC4)cc3)c2)cc1	-7.1%	-10
CCOC(=O)CN1CC23C=CC(O2)C(C(=O)NCc2ccc(C)cc2)C3C1=O (centres undefined)	-6.1%	9
Cc1sc(NC(=O)c2ccccc2F)c(CN2CCCCC2C)c1C (centres undefined)	1.8%	2
COCCCn1c(Cc2csc(Nc3ccccc3)n2)nnc1SCC(N)=O	1.8%	x
CSc1cccc(NC(=S)N2CCCN(Cc3ccc(F)cc3)C2)c1	0.4%	-5
Cc1ccc(CNC(=O)c2cccc(-n3cnnn3)c2)cc1	4.7%	4
O=C(N/N=C/c1cccc(OC2CSC2)c1)c1ccccc1O	-2.2%	-2
CN(C)c1ccc(NC(=O)CSc2nnc(-c3cccs3)n2Cc2ccco2)cc1	0.1%	x
O=C(Cc1ccccc1)NNC(=O)C1CCN(c2ncccn2)CC1	-3.2%	-10

(listing goes on)
SMILES	M. tuberculosis GlmU	Mtb RmlCD inh
CC(C)=CCN1CCNC(=O)C1CC(=O)NCc1nc(C)c(C)s1 (centres undefined)	-0.2%	8
CC1(C)Cc2c(sc3nc(-c4cccs4)n(N)c(=O)c23)CO1	-2.8%	28
COc1ccc(Br)cc1/C=C/C(=O)NCC(=O)O	-4.2%	53
O=C(/C=C/c1ccc(Cl)cc1)N(c1ccccn1)C1CCCCC1	1.1%	-11
Cc1ccc(-c2cc(-c3ccc(Cl)cc3)c(C#N)c(N)n2)o1	2.6%	-8
COC(=O)C1C2c3ccccc3OC1(C)N=c1s/c(=C/c3cnn(C)c3C)c(=O)n12 (centres undefined)	-2.4%	x
Cc1ccc2c(C)c(C(=O)Nc3c(C)n(C)n(-c4ccccc4)c3=O)oc2c1C	-5.5%	0
O=[N+]([O-])c1ccc(C2(O)CN(c3ccccc3)C3=[N+]2CCS3)cc1 (centres undefined)	2.6%	37
Cc1ccc(-c2nn3c(C)nnc3c3ccccc23)cc1S(=O)(=O)N1CCN(CCO)CC1	-2.3%	6
COc1ccc(CCN(C(=O)C(F)(F)F)C(C(=O)NC2CCCC2)c2cccs2)cc1 (centres undefined)	2.8%	x
Cc1ccc(SCc2ccc(C(=O)N3CCCC3)cc2)cc1	-3.7%	3
CC1=C(C(=O)OCC(C)C)C(c2cccs2)NC(=S)N1 (centres undefined)	0.2%	-3
COC(=O)C1=C(C)N=C2SC(C#N)=C(N)N2C1c1ccc(OCc2ccccc2)cc1 (centres undefined)	-7.9%	-13
CCOc1ccccc1NC(=O)CSc1nnnn1Cc1ccccc1	9.0%	-5
COc1cccc(/C=N/NC(=O)c2nc(-c3ccccc3)cc(-c3ccccc3)n2)c1O	6.5%	x
CCC(=O)Nc1cc(Cl)ccc1C(=O)O	x	0
Cc1ccc(C)c(NC(=O)C2CC(=O)N(C(C)C)C2)c1 (centres undefined)	-3.5%	-8
CCOC(=O)c1c(NC(C)=O)sc2c1CCC(C=O)=C2Sc1ccccc1	-2.1%	4
Cc1cc(NC(=O)c2cn(C3CCCCC3)c(=O)c3c2c2ccccc2n3C)no1	0.7%	2
CC(C)Cn1c(/C=C/c2ccccc2)nc2ccccc21	-4.9%	-5
CC(=O)c1ccc(N2CCN(C(=O)c3cccc(Oc4ccccc4)c3)CC2)cc1	-1.4%	8
COCCCNC(=O)CCn1c(=O)c2ccccc2n(Cc2cccc([N+](=O)[O-])c2)c1=O	1.1%	8
Cc1ccc(NC(=O)c2ccc(OCC3CCCO3)cc2)c(C)c1 (centres undefined)	-4.6%	-4
COc1ccc(Cl)cc1Nc1nc(N)nc(C(F)(F)F)n1	-0.6%	1

16 of the compounds above, with bars between the fields.
molecule | M. tuberculosis GlmU | Mtb RmlCD inh
Cc1ccc(-c2nn3c(C)nnc3c3ccccc23)cc1S(=O)(=O)N1CCN(CCO)CC1 | -2.3% | 6
COc1ccc(CCN(C(=O)C(F)(F)F)C(C(=O)NC2CCCC2)c2cccs2)cc1 (centres undefined) | 2.8% | x
Cc1ccc(SCc2ccc(C(=O)N3CCCC3)cc2)cc1 | -3.7% | 3
CC1=C(C(=O)OCC(C)C)C(c2cccs2)NC(=S)N1 (centres undefined) | 0.2% | -3
COC(=O)C1=C(C)N=C2SC(C#N)=C(N)N2C1c1ccc(OCc2ccccc2)cc1 (centres undefined) | -7.9% | -13
CCOc1ccccc1NC(=O)CSc1nnnn1Cc1ccccc1 | 9.0% | -5
COc1cccc(/C=N/NC(=O)c2nc(-c3ccccc3)cc(-c3ccccc3)n2)c1O | 6.5% | x
CCC(=O)Nc1cc(Cl)ccc1C(=O)O | x | 0
Cc1ccc(C)c(NC(=O)C2CC(=O)N(C(C)C)C2)c1 (centres undefined) | -3.5% | -8
CCOC(=O)c1c(NC(C)=O)sc2c1CCC(C=O)=C2Sc1ccccc1 | -2.1% | 4
Cc1cc(NC(=O)c2cn(C3CCCCC3)c(=O)c3c2c2ccccc2n3C)no1 | 0.7% | 2
CC(C)Cn1c(/C=C/c2ccccc2)nc2ccccc21 | -4.9% | -5
CC(=O)c1ccc(N2CCN(C(=O)c3cccc(Oc4ccccc4)c3)CC2)cc1 | -1.4% | 8
COCCCNC(=O)CCn1c(=O)c2ccccc2n(Cc2cccc([N+](=O)[O-])c2)c1=O | 1.1% | 8
Cc1ccc(NC(=O)c2ccc(OCC3CCCO3)cc2)c(C)c1 (centres undefined) | -4.6% | -4
COc1ccc(Cl)cc1Nc1nc(N)nc(C(F)(F)F)n1 | -0.6% | 1

Next part:
SMILES	M. tuberculosis GlmU	Mtb RmlCD inh
O=C(Cc1coc2cc3c(cc12)CCC3)OCC(=O)N1CCCC1=O	-8.9%	6
CCCCc1c(O)nc(SCC(=O)c2ccccc2)n(-c2ccccc2OC)c1=O	3.5%	x
CCOC(=O)N1CCC(NC(=O)c2cc(C(=O)NCc3ccc(F)cc3)ccc2CO)CC1	4.5%	17
Cc1ccc(S(=O)(=O)c2nc(Nc3ccccc3N3CCOCC3)sc2Cl)cc1	9.0%	-9
Cc1cc(OC(C)C)nc(-c2ccccc2O)n1	-1.2%	-7
O=C(NCCc1c[nH]c2ccccc12)c1cncc(Br)c1	4.1%	10
